TRHR agonist – qHTS for Small Molecule Agonists and Allosteric Enhancers of Human TRH Receptor: Primary Screen for Agonists; TRHR cells, calcium flux fluo-8, FDSS agonist mode; activation, % at 2 µM; 0.18% of 360,000 active; AID 493084, 2011; also: 0% is about no effect
Target sequence (P34981 whole entry, looked up): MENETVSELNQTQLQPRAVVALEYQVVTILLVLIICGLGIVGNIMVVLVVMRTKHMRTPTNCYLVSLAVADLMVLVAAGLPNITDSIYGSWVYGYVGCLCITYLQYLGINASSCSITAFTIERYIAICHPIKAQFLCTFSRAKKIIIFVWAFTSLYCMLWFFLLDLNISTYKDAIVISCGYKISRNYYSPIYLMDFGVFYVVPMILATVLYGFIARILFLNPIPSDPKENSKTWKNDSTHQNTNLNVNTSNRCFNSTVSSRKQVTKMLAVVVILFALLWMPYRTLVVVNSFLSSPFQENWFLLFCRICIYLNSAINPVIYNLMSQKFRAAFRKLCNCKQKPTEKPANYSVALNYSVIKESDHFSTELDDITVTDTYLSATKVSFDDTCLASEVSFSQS
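TRHR-expressing cells loaded with fluo-8 calcium dye; 23 nL library compound pin-transferred, kinetic FDSS fluorescence (Ex 480/Em 530) recorded about 180 s for agonist-induced calcium release, before a 10 nM TRH EC20 addition for potentiator mode.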
D1 antag – Antagonist of Human D 1 Dopamine Receptor: qHTS; activity change, negative = inhibition, % at 10 µM; HEK293 TREx D1 cells, calcium flux, dopamine EC80; hits give low values; 3.2% of 360,000 active; D(1A) dopamine receptor (Homo sapiens), P21728; in the data active = activity change below about -30%; also: % is scaled to controls: 0 for no effect and ±100 for the full control effect
Target sequence (P21728 whole entry, looked up): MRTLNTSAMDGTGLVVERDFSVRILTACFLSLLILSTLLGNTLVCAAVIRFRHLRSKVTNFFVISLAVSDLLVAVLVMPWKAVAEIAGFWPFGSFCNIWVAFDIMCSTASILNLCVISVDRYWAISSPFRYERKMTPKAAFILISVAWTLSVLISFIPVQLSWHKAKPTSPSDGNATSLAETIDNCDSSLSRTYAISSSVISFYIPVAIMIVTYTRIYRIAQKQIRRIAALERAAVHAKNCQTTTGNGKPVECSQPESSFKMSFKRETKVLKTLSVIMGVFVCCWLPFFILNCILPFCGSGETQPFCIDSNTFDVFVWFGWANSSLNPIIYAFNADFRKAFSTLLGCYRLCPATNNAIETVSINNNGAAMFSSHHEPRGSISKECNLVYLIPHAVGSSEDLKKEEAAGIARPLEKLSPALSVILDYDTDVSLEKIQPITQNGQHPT
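Calcium flux readout: force-coupled, inducible Hek293 Trex D1 line, cells induced overnight at 30 C with tetracycline, dye-loaded 30–90 min at RT. Antagonism scored against EC80 dopamine challenge given 180 s after compound.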
D2 agonist – HTS Assay for Allosteric Agonists of the Human D2 Dopamine Receptor: Primary Screen for Agonists; D(2) dopamine receptor (Homo sapiens), P14416; activation, % at 2 µM; 0.53% of 340,000 active; AID 485358, 2010; HEK293 T-REx D2 cells, calcium flux agonist mode;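 active = activation over 3 SD above normal in the single-dose calcium agonist read, cut at about 30% in these data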; also: 0% is about no effect
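Tetracycline-induced HEK293 T-REx cells with force-coupled D2 receptor, plated overnight at 30 C, loaded with no-wash calcium dye. After a 10 s baseline, compound was pin-added and calcium flux read kinetically for 180 s; calcium rises flagged agonists.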
D1 potentiator – Potentiators of Human D1 Dopamine Receptor: qHTS; 0.036% of 360,000 active; AID 504651, 2011; D(1A) dopamine receptor (Homo sapiens), P21728; potentiation, % at 10 µM; HEK293 TREx D1 cells, calcium flux, dopamine EC20 potentiation; in the data active = potentiation above about 30%; also: 0% is about no effect
D1 ag – Allosteric Agonists of the Human D1 Dopamine Receptor: qHTS. 1% of 360,000 active. D(1A) dopamine receptor (Homo sapiens), P21728. HEK293 T-REx D1 cells, calcium flux, agonist mode. activation, % at 2 µM; also: 0% is about no effect
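Tetracycline-induced HEK293 TREx D1 cells, force-coupled to calcium signalling, were dye-loaded with a no-wash calcium kit. Compound was pin-added after a 10 s baseline. Fluorescence was read kinetically at 1 cycle/s for 180 s, with calcium rises flagged as agonism.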
D2 antag – HTS Assay for Allosteric Antagonists of the Human D2 Dopamine Receptor: Primary Screen for Antagonists | HEK293 TREx D2 cells, calcium flux, dopamine EC80 | inhibition, % at 10 µM | 2% of 340,000 active | AID 485344, 2010; in the data active = inhibition above about 30%; also: 0% is about no effect
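Overnight-induced (tetracycline, 30 C) HEK293 T-REx cells carrying force-coupled D2 receive a no-wash calcium dye, then compound, then EC80 dopamine at 180 s; signals are read kinetically throughout.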
TRHR enhancer – qHTS for Small Molecule Agonists and Allosteric Enhancers of Human TRH Receptor: Primary Screen for Enhancers; Thyrotropin-releasing hormone receptor (Homo sapiens), P34981; TRHR cells, fluo-8 calcium fluorescence, EC20 TRH enhancement; enhancement, % at 2 µM; 0.66% of 360,000 active; in the data active = enhancement above about 30%; also: 0% is about no effect
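Enhancer read-out: after compound pinning and an initial kinetic agonist-mode read, an EC20 of TRH (10 nM final) was injected and fluo-8 calcium signal (Ex 480/Em 530) followed at 1 s/cycle for 100 cycles in TRHR-expressing cells.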
D2 potentiator – HTS Assay for Positive Allosteric Modulators of the Human D2 Dopamine Receptor: Primary Screen for Potentiators; HEK293 T-REx D2, calcium flux, EC20 dopamine potentiation; potentiation, % at 10 µM; 0.34% of 340,000 active; AID 485347, 2010;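 active = potentiation over 3 SD above the plate norm, cut at about 30% in these data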; also: 0% is about no effect
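Tetracycline-induced Hek293 Trex D2 cells, force-coupled to calcium, loaded with no-wash calcium dye. Compound added with 180 s kinetic read for agonism, then EC20 dopamine and a further 180 s read for potentiation.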
RXFP1 antag – qHTS Assay for Antagonists of the Relaxin Receptor RXFP1; HEK293-RXFP1, relaxin-stimulated cAMP HTRF, 30 min; hits give low values; 0.59% of 350,000 active; activity change, negative = inhibition, % at 57.5 µM;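 active = activity change of -60% or lower, but not beyond a set lower limit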; also: % is scaled to controls: 0 for no effect and ±100 for the full control effect
* marks the source's active call; other numbers are inactive results; x = not tested or not shown. Rule as the data show it, unless noted: active = activation above about 30%; inactive = the rest.

SMILES | TRHR agonist | D1 antag | D2 agonist | D1 potentiator | D1 ag | D2 antag | TRHR enhancer | D2 potentiator | RXFP1 antag
NC(=S)C(c1ccccc1)c1ncc(C(F)(F)F)cc1Cl (configuration not stated) | 0.6 | 22 | 1.6 | -7 | 0 | -16 | -7 | 1 | 4
Cc1cccc(C)c1NC(=O)CN(C)C(=O)C1CC1C (configuration not stated) | 1.2 | -8 | -0.2 | 4 | 1 | -6 | -13 | 7 | 4
CCOC(=O)NC(Nc1cc(C)ccn1)(C(F)(F)F)C(F)(F)F | 0.1 | -16 | 0.0 | -3 | 2 | -9 | -3 | 6 | 2
COc1ccc(C2=C3C(=O)OCC3Cc3ncn(Cc4ccccc4)c32)cc1 (configuration not stated) | -0.6 | x | -0.9 | 3 | -3 | -2 | 4 | 12 | x
O=C(c1ccc(F)cc1)c1c[nH]c(C(=O)NCc2cccnc2)c1 | 0.2 | -17 | 1.1 | -11 | 2 | 5 | -4 | -10 | -24
CCc1ccccc1NC(=O)CSc1nc2ccccc2n1CC(=O)N(C)C | -0.3 | -12 | 0.3 | -6 | 2 | 12 | 3 | 2 | -4
CC1CCc2c(c3ccccc3[nH]c2=O)O1 (configuration not stated) | -0.7 | -15 | 0.1 | -2 | 3 | 1 | 7 | -3 | -10
Cc1ccc2nc(C3CCN(S(=O)(=O)c4ccc5ccccc5c4)CC3)[nH]c2c1 | -0.5 | -4 | 0.1 | -9 | 8 | -1 | 11 | -13 | -14
COc1ccc(C)cc1S(=O)(=O)N(CC(=O)NCc1ccc(Cl)cc1)Cc1ccccc1 | 0.3 | -2 | -0.7 | 9 | 5 | -15 | -5 | 7 | -2
O=S(=O)(NC1C2CC3CC(C2)CC1C3)c1ccc(F)cc1 (configuration not stated) | 0.4 | 3 | 0.7 | -9 | 2 | 3 | -2 | -5 | -7
Cc1csc(=Nc2ccccc2)n1CCCN1CCCC1=O | -2.4 | x | -1.7 | 0 | -2 | -8 | 2 | 15 | 2
COc1ccccc1C(=O)NC1CCCc2ccccc21 (configuration not stated) | -1.4 | -22 | 2.0 | -6 | 3 | 8 | -2 | 2 | -4
Cn1c(=O)n(C)c2cc(NS(=O)(=O)c3ccc(Br)cc3)c(NCc3ccccc3)cc21 | 0.2 | -4 | -1.1 | 0 | 1 | x | 5 | 3 | 2
O=C(O)c1ccc(C(=O)O)c(C(=O)c2ccccc2)c1 | 0.7 | 10 | -1.2 | 9 | 3 | 2 | 0 | 0 | 3
O=[N+]([O-])c1cccc(S(=O)(=O)NCc2ccccn2)c1 | 0.3 | 9 | 0.0 | 8 | 4 | -1 | -5 | 4 | 1
Cc1[nH]n(-c2ccccc2)c(=O)c1N=Nc1ccc(C(N)=O)cc1 | -0.2 | 7 | x | 1 | 2 | x | 7 | x | -6
CCn1c(CN2CCN(c3ccc(OC)cc3)CC2)nc2cc(S(=O)(=O)N(C)C)ccc21 | 1.2 | -11 | 0.3 | -4 | 3 | 1 | 4 | -7 | -13
COc1ccc(-n2c(Cn3nnc4ccccc43)n[nH]c2=S)cc1 | -0.2 | -6 | 0.0 | -7 | 2 | -7 | 5 | 11 | -20
C#CCO[C@@H]1C[C@H](n2cnc3c(NC(=O)c4ccccc4)ncnc32)O[C@@H]1CO | -0.2 | -23 | 0.3 | 5 | 4 | -13 | 1 | -1 | x
COC(=O)c1c(C)[nH]c(C(=O)CC#N)c1C | -0.2 | 8 | 2.4 | 1 | 2 | -9 | -2 | -1 | 0

Record cards, as listed above. Order of screens: TRHR agonist | D1 antag | D2 agonist | D1 potentiator | D1 ag | D2 antag | TRHR enhancer | D2 potentiator | RXFP1 antag
Profile of `COc1ccc(C)cc1S(=O)(=O)N(CC(=O)NCc1ccc(Cl)cc1)Cc1ccccc1` → 0.3 | -2 | -0.7 | 9 | 5 | -15 | -5 | 7 | -2
Profile of `COc1ccc(C2=C3C(=O)OCC3Cc3ncn(Cc4ccccc4)c32)cc1` (configuration not stated) → -0.6 | x | -0.9 | 3 | -3 | -2 | 4 | 12 | x

Retrieved by compound from the entries so far, 5 records:
SMILES | TRHR agonist | D1 antag | D2 agonist | D1 potentiator | D1 ag | D2 antag | TRHR enhancer | D2 potentiator | RXFP1 antag
CCc1ccccc1NC(=O)CSc1nc2ccccc2n1CC(=O)N(C)C | -0.3 | -12 | 0.3 | -6 | 2 | 12 | 3 | 2 | -4
CCOC(=O)NC(Nc1cc(C)ccn1)(C(F)(F)F)C(F)(F)F | 0.1 | -16 | 0.0 | -3 | 2 | -9 | -3 | 6 | 2
Cc1cccc(C)c1NC(=O)CN(C)C(=O)C1CC1C (configuration not stated) | 1.2 | -8 | -0.2 | 4 | 1 | -6 | -13 | 7 | 4
Cn1c(=O)n(C)c2cc(NS(=O)(=O)c3ccc(Br)cc3)c(NCc3ccccc3)cc21 | 0.2 | -4 | -1.1 | 0 | 1 | x | 5 | 3 | 2
Cc1ccc2nc(C3CCN(S(=O)(=O)c4ccc5ccccc5c4)CC3)[nH]c2c1 | -0.5 | -4 | 0.1 | -9 | 8 | -1 | 11 | -13 | -14

Additional structures
SMILES | TRHR agonist | D1 antag | D2 agonist | D1 potentiator | D1 ag | D2 antag | TRHR enhancer | D2 potentiator | RXFP1 antag
COc1ccc(N(C)C(=O)c2cc3c(s2)-c2ccccc2S(=O)(=O)C3)cc1 | -1.3 | 4 | -0.9 | 0 | 1 | -15 | -4 | 1 | -13
COc1ccc(CN(C)C(=O)c2cc(-c3ccc(C)cc3C)nc3ccccc23)c(OC)c1OC | -0.1 | 3 | 0.8 | -9 | 2 | -14 | 11 | 12 | -32
Cc1cccc(OCc2nnc(SCn3nnc4ccccc4c3=O)o2)c1 | 0.5 | 3 | x | -7 | 9 | x | -6 | -8 | -10
COc1ccc(CCNc2ncnc3[nH]ncc23)cc1OC | -0.4 | 0 | -0.2 | -4 | 4 | -15 | -2 | 9 | -17
COC(=O)c1ccc(NC(=O)Nc2ccc3c(c2)OCO3)cc1 | -0.3 | -22 | 0.2 | -10 | 23 | 10 | -5 | 6 | 5
Cc1ccc(CN2CCN(CC(=O)NC(C)CCc3ccccc3)C2=O)cc1 (configuration not stated) | -1.2 | -2 | -1.1 | x | 5 | -21 | 19 | 30* | x
CCOc1ccc(/C=N/NC(=O)Cc2cccs2)cc1 | 0.3 | -16 | -1.4 | -4 | 1 | 7 | 2 | -1 | -10
COc1ccc(N(C)C(=O)CN(C)S(=O)(=O)c2ccc3c(c2)c(=O)n(C)c(=O)n3C)c(OC)c1 | -0.2 | 4 | -0.2 | 7 | 0 | -2 | 0 | -1 | 3
c1nnc(-c2ccc3c(c2)OCO3)o1 | 0.4 | 22 | 0.9 | 0 | 1 | 31* | 2 | -2 | -8
Nc1ccc(N2CCN(c3ccc(F)cc3)CC2)cc1 | 0.3 | -17 | -0.2 | -4 | 3 | -4 | -4 | 7 | 3
COc1ccc(CN(C(=O)c2ccco2)C2CCS(=O)(=O)C2)cc1 (configuration not stated) | 0.4 | -3 | 0.2 | 1 | 7 | 5 | -9 | -12 | -9
CC(=O)n1cc([C@@H]2C=C(C(=O)NCc3ccccc3)O[C@H](OCc3ccc(CO)cc3)C2)c2ccccc21 | 0.2 | -1 | -1.6 | -6 | 5 | -7 | 0 | 9 | x
COC(=O)c1cn(NC(=O)c2ccc3c(c2)OCO3)c(=O)c2ccccc12 | 0.3 | -4 | 0.3 | -2 | 3 | -6 | -6 | -4 | -15
COC(=O)C(CC(=O)c1ccc(C)cc1)n1cccn1 (configuration not stated) | -0.3 | -9 | 0.5 | 3 | 0 | -1 | 2 | 0 | 1
Cc1cc(NC(=O)CN2C(=O)NC3(CCCCCC3)C2=O)ccc1Br | -0.1 | -1 | 0.2 | 0 | 8 | -21 | -7 | 13 | -2
CCOCC(=O)Nc1cccc(-c2nc3cccnc3s2)c1C | -2.9 | -10 | -0.6 | -4 | 0 | -6 | -4 | 10 | -1
O=C(CCNC(=O)c1ccc(Br)cc1)NNC(=O)c1ccccc1O | 0.2 | -15 | -0.1 | -4 | 3 | -5 | -1 | -3 | 0
Cn1c(SCC(=O)Nc2ccc(Cl)cn2)nnc1C1CC1 | 0.0 | 6 | 0.5 | -2 | 1 | -3 | 6 | -7 | 1
COc1ccc(S(=O)(=O)NCC2CCCN(C(=O)c3cccnc3)C2)cc1 (configuration not stated) | -0.7 | -9 | 0.1 | -6 | 0 | 13 | -8 | 9 | -2
O=C(NCCN1CCOCC1)/C(=C/c1ccc(Cl)cc1)NC(=O)c1ccccc1 | 0.2 | -7 | x | -2 | 3 | x | -5 | 1 | -10

Another view of part of the listing above.
mol,TRHR agonist,D1 antag,D2 agonist,D1 potentiator,D1 ag,D2 antag,TRHR enhancer,D2 potentiator,RXFP1 antag
COC(=O)c1ccc(NC(=O)Nc2ccc3c(c2)OCO3)cc1,-0.3,-22,0.2,-10,23,10,-5,6,5
Cc1ccc(CN2CCN(CC(=O)NC(C)CCc3ccccc3)C2=O)cc1 (configuration not stated),-1.2,-2,-1.1,x,5,-21,19,30*,x

The listing picks up, repeating the two entries before the break.
SMILES | TRHR agonist | D1 antag | D2 agonist | D1 potentiator | D1 ag | D2 antag | TRHR enhancer | D2 potentiator | RXFP1 antag
COc1ccc(S(=O)(=O)NCC2CCCN(C(=O)c3cccnc3)C2)cc1 (configuration not stated) | -0.7 | -9 | 0.1 | -6 | 0 | 13 | -8 | 9 | -2
O=C(NCCN1CCOCC1)/C(=C/c1ccc(Cl)cc1)NC(=O)c1ccccc1 | 0.2 | -7 | x | -2 | 3 | x | -5 | 1 | -10
Cc1cc(C)c(NC(=O)CSc2nnc(-c3ccco3)n2N)c(C)c1 | 0.5 | 5 | 0.5 | 0 | 0 | 20 | 2 | 1 | -6
Cc1nnc2sc(-c3cccc(NC(=O)c4cccnc4)c3)nn12 | -0.2 | 0 | 0.4 | -4 | 1 | 13 | -1 | 26 | 7
Cc1cccc(OCc2nnc(SCC(=O)N(C)C3CCCCC3)o2)c1 | 0.0 | -4 | -0.7 | -3 | 13 | 1 | 13 | -2 | -2
CC(C)(C)C(=O)CC1(O)C(=O)N(Cc2ccccc2)c2ccccc21 (configuration not stated) | -0.8 | -5 | 0.3 | -3 | 4 | 7 | 8 | 6 | 7
CCC(=O)Nc1ccc(N2CCN(C(=O)c3ccccc3C)CC2)cc1 | -0.3 | 1 | 0.3 | 4 | 1 | -17 | -1 | 0 | 3
O=C(COc1ncnc2ccccc12)Nc1ccc(Cl)c([N+](=O)[O-])c1 | 1.0 | -19 | 0.2 | -6 | 2 | 16 | 0 | -6 | 0

Screens as filed in PubChem.
